# High-throughput results from PubChem BioAssay.
# PPARg SRC2 recr: agonists of SRC-2 recruitment by human PPARgamma | P37231 | activation, % at 8 µM | PPARgamma LBD-SRC-2 recruitment, biochemical | hit rate 0.34% among 200,000; in the data active means activation above about 22%;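 further: 0% = vehicle and 100% = reference agonist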
# PPARg SRC3 recr: PPARgamma-driven SRC-3 recruitment agonism; P37231; biochemical PPARgamma/SRC-3 coactivator recruitment assay; activation, % at 8 µM; hit rate 0.26% among 200,000; in the data active means activation above about 23%;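 further: 0% = DMSO and 100% = reference agonist; some compounds past the cut are filed as inactive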
# STAT3 blocker: inhibitors of IL-6 induced STAT3 signaling. inhibition, % at 5.5 µM. hit rate 0.89% among 190,000. U3A cells, IL-6 STAT3-luciferase reporter, luminescence; host cell line lacks STAT1;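 active means inhibition above the mean inhibition across all screened compounds plus 3 SD, cut at about 44% in these data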;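 further: 0% = DMSO only wells and 100% = 100 µM nifuroxazide control wells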
# ROMK mod: human ROMK K+ channel modulation, primary screen | P48048 | Tet-inducible ROMK, thallium flux fluorescence; actives lie on both sides | B-score at 10 µM | hit rate 2% among 130,000;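 active means signal ratio slope over the read window, or its plate-corrected B-score, at least 3 SD from the plate mean, either direction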;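 further: B-score of the F/F0 ratio slope over 7 to 12 s after thallium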
# Target sequence (P48048 whole entry, looked up): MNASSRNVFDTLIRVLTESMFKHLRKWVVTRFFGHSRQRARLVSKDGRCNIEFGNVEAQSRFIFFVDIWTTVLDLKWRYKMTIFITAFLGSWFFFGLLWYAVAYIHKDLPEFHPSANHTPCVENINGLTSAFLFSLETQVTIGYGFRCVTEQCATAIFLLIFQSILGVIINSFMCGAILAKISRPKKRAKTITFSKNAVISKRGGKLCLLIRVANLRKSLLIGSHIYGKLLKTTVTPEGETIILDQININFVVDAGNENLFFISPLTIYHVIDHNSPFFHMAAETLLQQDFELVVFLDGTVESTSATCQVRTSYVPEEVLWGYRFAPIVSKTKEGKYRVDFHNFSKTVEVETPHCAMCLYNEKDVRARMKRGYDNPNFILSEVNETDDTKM
# TNAP act hiacc: TNAP (human) activation, high acceptor; P05186; purified TNAP, CDP-star luminescence, 1 M DEA, 30 min; hits give high values; 0 = EDTA background, 1 = DMSO-only activity; activation factor at 20 µM; 200,000 tested, under 10 active; AID 1136;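 active means activation factor at least 2 at 20 µM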
# Target sequence (P05186 whole entry, looked up): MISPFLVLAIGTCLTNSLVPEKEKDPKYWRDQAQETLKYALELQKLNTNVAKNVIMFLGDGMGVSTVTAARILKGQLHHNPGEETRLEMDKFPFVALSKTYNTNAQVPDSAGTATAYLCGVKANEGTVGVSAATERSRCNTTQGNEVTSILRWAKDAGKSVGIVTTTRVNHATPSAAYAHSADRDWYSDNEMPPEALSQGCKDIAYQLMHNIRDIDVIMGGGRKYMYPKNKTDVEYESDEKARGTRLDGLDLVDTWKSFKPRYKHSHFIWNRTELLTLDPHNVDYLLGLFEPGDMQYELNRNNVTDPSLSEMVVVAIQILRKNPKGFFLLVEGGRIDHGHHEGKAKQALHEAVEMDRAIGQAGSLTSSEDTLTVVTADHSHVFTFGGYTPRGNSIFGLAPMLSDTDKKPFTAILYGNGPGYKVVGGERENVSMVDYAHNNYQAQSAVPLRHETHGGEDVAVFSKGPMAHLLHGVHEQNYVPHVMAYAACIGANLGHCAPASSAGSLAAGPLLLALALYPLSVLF
#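 Control set: EDTA negative control, DMSO positive control / Assay system: human TNAP / Quantity: TNAP 1/800 final / Evaluation: TNAP activation factor scaled between EDTA and DMSO control wells / Measured by: luminescent substrate turnover signal / Compound dosing: one dose, 20 µM / Times: 30 min enzyme reaction at room temperature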
# STAT1 inh: reduces IFN-gamma driven STAT1 reporter signal; NIH 3T3 STAT1-luciferase reporter, luminescence; inhibition, % at 5.5 µM; hit rate 0.35% among 200,000; AID 920;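 active means inhibition above a set limit, the mean inhibition across all tested compounds plus 3 SD, cut at about 34% in these data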;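 further: 0% = IFN-gamma with DMSO and 100% = IFN-gamma with 300 µM nifuroxazide; values of inactives mirror those of a sister screen read the other way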
# PPARg SRC-1 ag: promotes SRC-1 coactivator recruitment by human PPARgamma; hit rate 0.41% among 200,000; activation, % at 8 µM; AID 631; PPARgamma-SRC-1 coactivator recruitment biochemical assay; in the data active means activation above about 19%;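 further: 0% = DMSO and 100% = reference agonist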
# STAT3 activator: STAT3 signaling activation; U3A cells, IL-6 STAT3-luciferase reporter, luminescence; 100% = signal with IL-6 EC80 alone; hit rate 0.91% among 190,000; activation (% of control), % at 5.6 µM;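 active means activation above the screen-wide mean of compound activation plus 3 SD, cut at about 130% in these data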;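 further: 0% = background luminescence of wells with medium and substrate only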
#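 Material: STAT3-luciferase reporter U3A cells; Probe or stimulus: IL-6 (33 ng/mL); Incubation: compound pre-incubation 1 h before IL-6, then 6 h stimulation at 37 °C; Technique: luminescence from STAT3-driven luciferase reporter; Evaluation: % activation versus median of IL-6-stimulated wells; Controls: IL-6-only high control.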
# bIAP inh: intestinal alkaline phosphatase (bovine) inhibition. purified bovine IAP, CDP-star luminescence, 30 min. 190,000 tested, under 10 active. inhibition, % at 20 µM;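 active means over 50% inhibition of intestinal alkaline phosphatase at 20 µM in the single-dose screen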
#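 Assay system – bovine IAP enzyme · Quantity – bovine IAP at 1/65,000,000 final dilution · Detection – CDP-star luminescence signal · Times – 30 min reaction at room temperature · Also added – CDP-star substrate at 30 µM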
# TR-FRET SRC-2 ct: counter-screen for PPARgamma SRC-2 recruitment agonists: TR-FRET artefact | hit rate 0.4% among 200,000 | TR-FRET ratio at 8 µM | hits give high values; in the data active means TR-FRET ratio above about 2000; further: inactives centre near 1500
# bIAP activator: intestinal alkaline phosphatase (bovine) activation; purified bovine IAP, CDP-star luminescence, 30 min; hits give high values; fold of DMSO-control signal, blank-subtracted; AID 1016; activation factor at 20 µM; hit rate 0.17% among 200,000;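 active means activation factor of 2 or more at 20 µM, a signal rise over negative controls twice the positive control's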
# Numbers without * were called inactive; . = no result given.
# Each structure is followed by: PPARg SRC2 recr	PPARg SRC3 recr	STAT3 blocker	ROMK mod	TNAP act hiacc	STAT1 inh	PPARg SRC-1 ag	STAT3 activator	bIAP inh	TR-FRET SRC-2 ct	bIAP activator
- COC(=O)c1ccc(Cn2cnc3c(sc4nc(N5CCOCC5)c5c(c43)CCCC5)c2=O)o1
    1	-4	6	1.2	0.9	-10	6	101	-1	1461	1
- COCC(=O)Nc1nc2n(n1)C(c1ccccc1)CC(c1ccc(OC)cc1)N2 (stereo unspecified)
    -9	1	7	0.043	1	-7	-2	96	-7	1363	1.1
- CCc1ccc(NC(=O)CS(=O)CC(=O)NCC2OCCc3ccccc32)cc1 (stereo unspecified)
    -3	-11	1	0.51	1	4	-2	103	-3	1464	1
- COCCNC(=S)N1CCc2cc(OC)c(OC)cc2C1c1cccs1 (stereo unspecified)
    6	6	-6	0.73	1.1	-5	3	111	-15	1611	1.2
- Cc1cccc2cc(C(c3nnnn3Cc3ccccc3)N3CCN(c4ccccc4)CC3)c(=O)[nH]c12 (stereo unspecified)
    6	14	-16	-0.75	1	-2	2	117	-12	1820	1.1
- Cc1nn(C)cc1NC(=O)c1nn(C)cc1[N+](=O)[O-]
    1	3	8	0.47	1	-3	1	96	6	1720	0.9
- Cc1ccc(C)c(NC(=S)NNC(=O)c2csc(C)c2C)c1
    -3	-1	-1	.	1	5	-1	103	-5	1443	1.1
- Cc1ccc(-n2nc3c(n2)/C(=N/O)CC/C3=N\O)cc1
    -3	13	10	.	1	-33	7	91	4	1686	1
- COc1cccc(C(c2nnnn2Cc2ccc(F)cc2)N2CCC(C(N)=O)CC2)c1OC (stereo unspecified)
    5	-6	-4	0.14	1	3	0	106	-7	1604	1.1
- CCn1c2ccccc2c2cc(C3N=C(N)Nc4nc5ccccc5n43)ccc21 (stereo unspecified)
    0	-7	8	.	1	-4	-2	100	-36	1440	1.4
- COc1ccc2nc3oc(C(=O)NCc4cccs4)cc3cc2c1
    1	-2	25	.	1	2	4	82	1	1724	1
- CC1(C)OC(=O)N(CCC(=O)Nc2cccc(F)c2)C1(C)O (stereo unspecified)
    3	4	13	0.0094	1	-4	-5	94	-8	1443	1.1
- Cc1ccc(OCCOc2ccc(Cl)cc2Cl)c([N+](=O)[O-])n1
    2	3	-2	.	1	-18	5	101	-10	1534	1.1
- Cn1c(=O)c(=O)n(C)c2cc(S(=O)(=O)N3CCC(Cc4ccccc4)CC3)ccc21
    1	-10	11	-0.062	1.1	-2	18	95	11	1679	0.9
- COc1ccc(CCN2C(=O)C(Oc3ccccc3C)C2c2ccc3c(c2)OCO3)cc1 (stereo unspecified)
    0	1	4	.	1.1	-2	7	98	4	1520	1
- CCCOc1ccc2cc(-c3ccccn3)c(=O)oc2c1
    0	0	98*	-0.84	1	39*	-6	21	1	1571	1
- CCOc1ccc(C(=O)NC2CCN(C(=O)N3CCCC3)CC2)cc1
    -1	-3	4	.	1	0	-6	97	-11	1515	1.1
- COc1ccc(SCCc2ccncc2)cc1
    2	0	21	.	1	5	-2	84	7	1447	0.9
- CC1CCCN(c2cc3c(cc2[N+](=O)[O-])C(=O)N(c2ccccc2)C3=O)C1 (stereo unspecified)
    0	2	2	-0.38	1	-15	-1	99	11	1619	0.9
- CC(C)OC(=O)C(CC(=O)O)N1CCOCC1 (stereo unspecified)
    13	6	14	.	1	-7	0	91	10	1557	0.9

# Some of the entries so far, with tabs:
SMILES	PPARg SRC2 recr	PPARg SRC3 recr	STAT3 blocker	ROMK mod	TNAP act hiacc	STAT1 inh	PPARg SRC-1 ag	STAT3 activator	bIAP inh	TR-FRET SRC-2 ct	bIAP activator
COC(=O)c1ccc(Cn2cnc3c(sc4nc(N5CCOCC5)c5c(c43)CCCC5)c2=O)o1	1	-4	6	1.2	0.9	-10	6	101	-1	1461	1
COCC(=O)Nc1nc2n(n1)C(c1ccccc1)CC(c1ccc(OC)cc1)N2 (stereo unspecified)	-9	1	7	0.043	1	-7	-2	96	-7	1363	1.1
CCc1ccc(NC(=O)CS(=O)CC(=O)NCC2OCCc3ccccc32)cc1 (stereo unspecified)	-3	-11	1	0.51	1	4	-2	103	-3	1464	1
COCCNC(=S)N1CCc2cc(OC)c(OC)cc2C1c1cccs1 (stereo unspecified)	6	6	-6	0.73	1.1	-5	3	111	-15	1611	1.2
Cc1cccc2cc(C(c3nnnn3Cc3ccccc3)N3CCN(c4ccccc4)CC3)c(=O)[nH]c12 (stereo unspecified)	6	14	-16	-0.75	1	-2	2	117	-12	1820	1.1
Cc1nn(C)cc1NC(=O)c1nn(C)cc1[N+](=O)[O-]	1	3	8	0.47	1	-3	1	96	6	1720	0.9
Cc1ccc(C)c(NC(=S)NNC(=O)c2csc(C)c2C)c1	-3	-1	-1	.	1	5	-1	103	-5	1443	1.1
Cc1ccc(-n2nc3c(n2)/C(=N/O)CC/C3=N\O)cc1	-3	13	10	.	1	-33	7	91	4	1686	1
COc1cccc(C(c2nnnn2Cc2ccc(F)cc2)N2CCC(C(N)=O)CC2)c1OC (stereo unspecified)	5	-6	-4	0.14	1	3	0	106	-7	1604	1.1
CCn1c2ccccc2c2cc(C3N=C(N)Nc4nc5ccccc5n43)ccc21 (stereo unspecified)	0	-7	8	.	1	-4	-2	100	-36	1440	1.4

# (listing goes on)
# Each structure is followed by: PPARg SRC2 recr	PPARg SRC3 recr	STAT3 blocker	ROMK mod	TNAP act hiacc	STAT1 inh	PPARg SRC-1 ag	STAT3 activator	bIAP inh	TR-FRET SRC-2 ct	bIAP activator
- Cc1ccc(C(=O)NCCn2cc(SCC(=O)Nc3nnc(C)s3)c3ccccc32)cc1
    -1	-5	2	.	1.1	-15	-8	106	-5	1638	1
- COc1cc(OC)cc(-c2nnc(SCC(=O)N3c4ccccc4Sc4ccccc43)o2)c1
    9	10	0	.	.	2	5	100	.	1713	.
- COc1ccccc1/C=C/C=N/NC(=O)Cc1cccs1
    0	1	7	1.3	1	-10	-9	97	6	1478	0.9
- Cc1ccc(Nc2nc(N)nc(CSc3ncccn3)n2)cc1
    13	6	-12	0.025	1	-33	3	110	18	1660	0.8
- CCCC1=C(C(=O)OCC)C(c2c(C)nn(-c3ccccc3)c2Cl)C(C#N)=C(N)O1 (stereo unspecified)
    -4	3	-6	-0.37	1	9	0	105	-2	1540	1
- Cc1cccc(N2CCN(S(=O)(=O)c3ccc4c(c3)CCN4C(=O)CCC(=O)O)CC2)c1C
    4	6	23	.	1	2	7	88	17	1724	0.8
- O=C(CSc1ccc2ccccc2c1)Nc1ccncc1
    2	2	50*	-2.8	1.1	6	8	61	35	1688	0.7
- COc1ccc(CN2CCNC(=O)C2CC(=O)NCCCn2cccn2)c(OC)c1 (stereo unspecified)
    2	9	2	.	1	-2	5	103	-8	1576	1.1
- O=C(NCCc1ccco1)c1nn(Cc2ccccc2)c(=O)c2ccccc12
    0	2	12	.	1	10	4	98	10	1697	0.9
- CCOC(=O)C1(Cc2ccc(OC)cc2)CCN(C(=O)CN2CCN(CC)CC2)CC1
    0	0	4	-2.2	1.1	-9	9	101	-6	1395	1.1
- O=C(c1ccccc1Br)N1CCN(c2ccccc2)CC1
    3	15	8	-0.55	1	9	1	95	6	1587	0.9
- CC(C)NC(=O)NS(=O)(=O)c1cnccc1N1CCCCC1
    11	-4	-1	0.19	1	4	4	104	-9	1615	1.1
- O=c1oc2ccccc2c(N2CCCCC2)c1CN1CCCCC1
    -3	-23	1	.	1	1	-9	103	8	1413	0.9
- CS(=O)(=O)N1CCN(C(=O)c2cc(-c3cccs3)nc3ccccc23)CC1
    -4	10	-2	0.054	1	6	-9	105	7	1574	0.9
- O=C(CCC(=O)c1cccs1)OCc1nc2ccccc2s1
    5	9	2	.	1	-5	6	101	19	1638	0.8
- COc1ccc(NC(=S)N(CCN2CCOCC2)Cc2ccccc2F)cc1
    8	2	2	-0.21	1.1	8	6	102	-8	1589	1.1
- COc1ccccc1C(=O)n1nc(-c2cccnc2)nc1N
    0	2	2	.	1.1	-5	-5	98	16	1548	0.8
- COc1cc2c(cc1OC)C1=C(C#N)CCC(=NC(=O)c3ccc(Cl)cc3)N1CC2
    11	10	-8	.	1	2	2	109	0	1540	1
- c1ccc2c(c1)ncn2-c1ncnc2sc3c(c12)CCCC3
    7	5	2	.	1	2	10	101	2	1678	1
- Cc1ccc(-c2cc(-c3n[nH]c(=S)o3)c3ccccc3n2)cc1
    5	10	40	-0.052	1	1	10	66	20	1695	0.8
- CCCOCC1CC2(CC(C)(c3csc(N)n3)OC2=O)C(=O)O1 (stereo unspecified)
    7	-1	8	0.58	1	-3	-7	96	9	1547	0.9
- O=C(c1cccs1)N(Cc1ccco1)c1nc(-c2ccc(F)cc2)cs1
    -1	-19	5	.	1	1	-2	97	6	1558	0.9
- Cc1cc(=O)[nH]c(/N=C(\N)Nc2ccc3c(c2)OCCO3)n1
    -8	-1	1	0.76	1	-3	-2	101	-28	1429	1.3
- Fc1ccc(CNc2ncnc3c2cnn3-c2ccccc2)cc1
    12	-6	18	.	1	-11	4	87	12	1533	0.9
- CN(Cc1ccon1)Cc1cn(C)nc1-c1cccc(Cl)c1
    2	3	-7	.	1.1	-2	8	108	-25	1706	1.2
- CCCCCC(=O)Nc1ccc2oc(-c3cccnc3)nc2c1
    2	1	16	0.64	1	-6	0	89	14	1382	0.9
- CCc1ccc(N(C2C=CS(=O)(=O)C2)S(=O)(=O)c2ccccc2)cc1 (stereo unspecified)
    -5	-4	-6	0.6	1	-1	1	103	-4	1585	1
- C=CCN(C(=O)c1ccccn1)C(C(=O)NCc1ccccc1)c1ccccc1F (stereo unspecified)
    0	-4	4	0.15	1	-3	0	102	9	1435	0.9
- Cn1nc([N+](=O)[O-])nc1Sc1ccc(Cl)cc1
    10	0	-1	.	1	0	9	96	17	1573	0.8
- O=C(NNC(=O)c1ccc(Cl)cc1Cl)Nc1ccccc1
    14	3	17	-0.11	1	-2	8	86	9	1734	0.9
- Cc1ccc(Cn2ccc(=O)c(OCc3c(Cl)cccc3Cl)c2C)cc1
    19	8	13	0.95	1	1	2	93	17	1736	0.8
- CCC1CCCCN1CCCNC(=O)c1ccc(CS(=O)(=O)Cc2ccccc2F)o1 (stereo unspecified)
    2	-17	2	0.63	1	-1	1	100	3	1442	1
- Cc1ccc(C)c(Nc2nc3nonc3nc2N2CCOCC2)c1
    6	15	14	-3.5*	1	3	2	94	4	1578	1
- O=C(CN1CCN(C/C=C/c2ccccc2)CC1)NC(=O)NC1CCCCC1
    -5	-1	-10	-1.6	1	1	3	113	-16	1584	1.2
